Screening data deposited in PubChem BioAssay by Fisher Drug Discovery Resource Center.
NPYLR7 ag – activates Aedes aegypti NPYLR7 receptor | HEK293T NPYLR7/Galpha15, GCaMP6s calcium fluorescence | activation, % at 10 µM | 270,000 tested, 0.15% active | AID 1259423; in the data active = activation above about 40%;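 note: 0% = vehicle and 100% = reference agonist at the receptor; some compounds past the cut are filed as inactive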
mcGAS lum – inhibitors of mouse cGAS; recombinant cGAS, Kinase-Glo ATP depletion luminescence; inhibition, % at 12.5 µM; 160,000 tested, 0.15% active; AID 1259399;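 note: 0% = negative control wells and 100% = reference inhibitor with no enzyme activity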
hcGAS lum – inhibitors of human cGAS; Q8N884; recombinant h-cGAS, ATP depletion, Kinase-Glo luminescence; inhibition, % at 12.5 µM; 290,000 tested, 0.081% active;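 note: 0% = vehicle reaction and 100% = reaction without DNA for no activity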
Target sequence (Q8N884 whole entry, looked up): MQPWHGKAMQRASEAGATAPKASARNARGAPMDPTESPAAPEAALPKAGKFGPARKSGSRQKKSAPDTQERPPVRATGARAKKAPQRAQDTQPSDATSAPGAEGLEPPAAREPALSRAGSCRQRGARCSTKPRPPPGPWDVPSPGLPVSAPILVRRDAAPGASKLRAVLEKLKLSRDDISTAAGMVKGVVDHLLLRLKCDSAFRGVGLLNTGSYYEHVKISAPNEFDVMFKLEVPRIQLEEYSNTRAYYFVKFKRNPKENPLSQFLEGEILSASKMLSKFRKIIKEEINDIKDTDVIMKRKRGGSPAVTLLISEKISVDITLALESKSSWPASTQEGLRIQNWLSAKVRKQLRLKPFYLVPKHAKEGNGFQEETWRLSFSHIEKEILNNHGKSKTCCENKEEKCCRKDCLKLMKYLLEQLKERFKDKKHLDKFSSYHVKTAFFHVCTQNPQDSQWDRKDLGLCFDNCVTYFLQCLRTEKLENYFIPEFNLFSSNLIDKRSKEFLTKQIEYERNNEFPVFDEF
Starred values were filed as active, the others as inactive; . = not tested or not shown. Cut-off read from the data, not from the text of the source, unless noted: active = inhibition above about 40%; inactive = the rest.

1	Cc1ncsc1C(=O)N1CCOC(CCCC(C)C)C1 (stereo not drawn)
2	CCOC(=O)N1CCN(C(=O)C(=O)c2c(C)n(C)c3ccccc23)CC1
3	C[C@@H]1CC[C@@]23CCC4(C)[C@@](C=CC5[C@@]6(C)CCC(=O)C(C)(C)C6CC[C@]54C)(OC2=O)C3[C@H]1C (stereo partly drawn)
4	Cc1cc(C(=O)CSc2nc(N)c(C#N)cc2C#N)c(C)n1CCC1=CCCCC1
5	O=S(=O)(N1CCOCC1)N1CCCCC1CCn1cccn1 (stereo not drawn)
6	CCCNC(=O)CSc1ncnc2c1nnn2C
7	Cc1ccc(-c2cc3c(=O)n(CC(=O)Nc4ccccc4Cl)ccn3n2)cc1
8	CC(=O)c1c(C)[nH]c(C(=O)OCC(=O)c2cc(C)n(CC(F)(F)F)c2C)c1C
9	Cc1cccc(C(=O)N2CCN(C(C)c3ccccc3)CC2)c1 (stereo not drawn)
10	CC(=O)N1CCn2nc(C(=O)N3CCCC3c3ccccc3C)cc2C1 (stereo not drawn)

assay / entry	1	2	3	4	5	6	7	8	9	10
hcGAS lum	-1	-6	-1	-1	-9	-4	-6	-1	-7	1
NPYLR7 ag	19	-4	0	1	.	1	19	-6	-3	4
mcGAS lum	.	-4	.	1	-6	.	-9	.	-7	.

11	CC(=O)NCCNC(=O)c1nnc2n1CCN(Cc1ccc(Cl)c(F)c1)C2
12	CC(CC(F)(F)F)C(=O)N1CCC(n2c(C(F)(F)F)nc3ccccc32)CC1 (stereo not drawn)
13	CC(C)Cc1nc2ccc(Cl)cn2c1NC(C)(C)CC(C)(C)C
14	COc1cc(CNS(=O)(=O)c2cc3c(cc2Br)NC(=O)CC3)ccn1
15	FC(F)(F)c1nc2ccccc2n1CC1CC1(Cl)Cl (stereo not drawn)
16	COc1cc2c(cc1CNC1CCCN(Cc3ccccc3F)C1)OCO2 (stereo not drawn)
17	O=C1CSC(c2ccccc2Cl)N1c1ccccc1 (stereo not drawn)
18	COCCN(CC(=O)N(CCc1ccc(OC)c(OC)c1)Cc1sccc1C)C(=O)c1cccc(OC)c1
19	COc1ccc(CN2CCN(c3cc(Oc4cccc(Cl)c4)ncn3)CC2)cc1
20	CNC(=O)NC(=O)COC(=O)C1CCC(C(C)(C)C)CC1 (stereo not drawn)

assay / entry	11	12	13	14	15	16	17	18	19	20
hcGAS lum	-6	-8	-2	-17	-3	-10	-4	-1	3	1
NPYLR7 ag	10	.	.	6	1	4	-3	4	2	-1
mcGAS lum	.	-5	-3	-15	-4	-10	-6	-5	-2	.

21	CCn1cc(C(=O)N2CCN(CC(=O)N3CCCC3)CC2)c2nn(-c3ccccc3)c(=O)c-2c1
22	CCCN1CCCc2cc(CCNS(=O)(=O)c3cccc(F)c3)ccc21
23	CC(=O)c1ccc(NC(=O)CSC(=S)N2CCCC2)cc1
24	CCC1C(=O)NCCN1C(=O)NCC1(c2ccc3c(c2)OCO3)CC1 (stereo not drawn)
25	Cc1cccc(Oc2ncnc3ccc(N)cc23)c1
26	CNC(CN1CCCCC1)c1ccccc1 (stereo not drawn)
27	CCN(CC)CCn1c(=N)n(CC(=O)OC)c2ccccc21
28	Cn1cnc2c1c(=O)n(CCCSc1nnc(-c3ccco3)o1)c(=O)n2C
29	O=C(c1ccccc1OC1CCN(Cc2ccc(Cl)s2)CC1)N1CCCCC1
30	COc1ccccc1C(CC(=O)N1CCN(c2ccc([N+](=O)[O-])cc2)CC1)c1cn(C)c2ccccc12 (stereo not drawn)

assay / entry	21	22	23	24	25	26	27	28	29	30
hcGAS lum	-5	-5	-2	-4	3	-10	-1	-2	-10	-4
NPYLR7 ag	-3	7	3	2	-2	-2	2	0	1	.
mcGAS lum	-3	.	.	.	.	.	.	.	.	-5

31	CCC(C)N(Cc1cccc(OS(=O)(=O)c2cccc(C(F)(F)F)c2)c1)C(=O)C(C)Cl (stereo not drawn)
32	Cc1cccc(C)c1Nc1c(Cc2ccccc2)nc2ccc(Cl)cn12
33	CCCNC(=O)C1(C)CCCN(Cc2c(C)noc2C)C1 (stereo not drawn)
34	Cc1cc(C)c(S(N)(=O)=O)cc1S(N)(=O)=O
35	CCOc1ccc(N(CC(=O)N2CCOCC2)S(=O)(=O)c2ccc(SC)cc2)cc1
36	COC(=O)[C@H]1[C@H]2C[C@H]3c4[nH]c5cc(OC)ccc5c4CCN3C[C@H]2C[C@@H](OC(=O)c2cc(OC)c(OC)c(OC)c2)[C@@H]1OC
37	CSCCC(=O)Nc1nccs1
38	COCCCn1c(C(=O)Nc2cccc(Cl)c2)cc2c(=O)n(C)c(=O)n(C)c21
39	CNC(=O)CC(C)N(C)Cc1cc2ccccc2n1C (stereo not drawn)
40	CCN1CCCCC1C(=O)NC1CCN(c2cccc(C)n2)CC1 (stereo not drawn)

assay / entry	31	32	33	34	35	36	37	38	39	40
hcGAS lum	5	-6	6	1	-7	2	-7	-6	-6	-15
NPYLR7 ag	-9	27	-8	6	-6	-7	3	-1	.	4
mcGAS lum	2	-4	2	2	-6	-1	.	-10	-14	.

41	COc1cc2c(=O)[nH]c(-c3ccco3)nc2c(OC)c1OC
42	N#C[C@@H]1CCCN1C(=O)CNC12CC3CC(CC(O)(C3)C1)C2
43	O=[N+]([O-])c1ccc(Sc2nnnn2-c2ccccc2)cn1
44	O=C(O)COc1ccc(-n2ccnc2-c2ccccn2)cc1Cl
45	Cc1ccc(CSc2nc(CC(=O)NCCC(C)C)cs2)cc1
46	Cc1noc(C)c1NC(=O)N1CCN(C(c2ccc(F)cc2)c2ccc(F)cc2)CC1
47	CC1=C(CC(=O)N2CCc3ccccc3C2)c2cc(F)ccc2/C1=C\c1ccc(S(C)=O)cc1 (stereo not drawn)
48	Cc1cc(CC(=O)N2C[C@H]3OC(=O)N(Cc4ccccn4)[C@H]3C2)on1
49	O=C(c1ccc(CCl)cc1)N1CCCC1
50	Cc1cc(C)cc(NCC(=O)Nc2ccccc2)c1

assay / entry	41	42	43	44	45	46	47	48	49	50
hcGAS lum	-8	-7	-5	-6	-4	-3	-3	-7	4	-17
NPYLR7 ag	13	2	3	1	.	5	-8	-8	-12	8
mcGAS lum	-5	-7	-5	-17	-7	-7	-2	.	.	.

Numbers 35 through 50, reprinted for reference:
35	CCOc1ccc(N(CC(=O)N2CCOCC2)S(=O)(=O)c2ccc(SC)cc2)cc1
36	COC(=O)[C@H]1[C@H]2C[C@H]3c4[nH]c5cc(OC)ccc5c4CCN3C[C@H]2C[C@@H](OC(=O)c2cc(OC)c(OC)c(OC)c2)[C@@H]1OC
37	CSCCC(=O)Nc1nccs1
38	COCCCn1c(C(=O)Nc2cccc(Cl)c2)cc2c(=O)n(C)c(=O)n(C)c21
39	CNC(=O)CC(C)N(C)Cc1cc2ccccc2n1C (stereo not drawn)
40	CCN1CCCCC1C(=O)NC1CCN(c2cccc(C)n2)CC1 (stereo not drawn)
41	COc1cc2c(=O)[nH]c(-c3ccco3)nc2c(OC)c1OC
42	N#C[C@@H]1CCCN1C(=O)CNC12CC3CC(CC(O)(C3)C1)C2
43	O=[N+]([O-])c1ccc(Sc2nnnn2-c2ccccc2)cn1
44	O=C(O)COc1ccc(-n2ccnc2-c2ccccn2)cc1Cl
45	Cc1ccc(CSc2nc(CC(=O)NCCC(C)C)cs2)cc1
46	Cc1noc(C)c1NC(=O)N1CCN(C(c2ccc(F)cc2)c2ccc(F)cc2)CC1

assay / entry	35	36	37	38	39	40	41	42	43	44	45	46
hcGAS lum	-7	2	-7	-6	-6	-15	-8	-7	-5	-6	-4	-3
NPYLR7 ag	-6	-7	3	-1	.	4	13	2	3	1	.	5
mcGAS lum	-6	-1	.	-10	-14	.	-5	-7	-5	-17	-7	-7

47	CC1=C(CC(=O)N2CCc3ccccc3C2)c2cc(F)ccc2/C1=C\c1ccc(S(C)=O)cc1 (stereo not drawn)
48	Cc1cc(CC(=O)N2C[C@H]3OC(=O)N(Cc4ccccn4)[C@H]3C2)on1
49	O=C(c1ccc(CCl)cc1)N1CCCC1
50	Cc1cc(C)cc(NCC(=O)Nc2ccccc2)c1

assay / entry	47	48	49	50
hcGAS lum	-3	-7	4	-17
NPYLR7 ag	-8	-8	-12	8
mcGAS lum	-2	.	.	.

Additional results.
51	O=C(NCc1ccccn1)c1cccc(OC2CCN(C(=O)c3cnsn3)CC2)c1
52	COc1ccc(/C=N\Nc2nc(-c3ccccc3)c3cc(Cl)ccc3n2)cc1OC
53	CN1C(=O)CON=C1c1ccc(F)cc1
54	CCC(CNC(=O)CN(C)C1CCCC1SC)c1ccccc1 (stereo not drawn)
55	Cc1n[nH]c(=S)n(N=CC2=CCC3CC2C3(C)C)c1=O (stereo not drawn)
56	Cc1ccc2nc(N3CCN(CC(=O)NC(C)C)CC3)cc(C)c2c1
57	CCCn1cnnc1C(C)N (stereo not drawn)
58	O=C(NCCSC1CCCC1)Nc1c(F)cccc1F
59	O=C(c1cc(-c2ccccc2)on1)N1CCCn2cncc2C1
60	CCN(CC)CCCC(C)N=C(NC(=O)c1ccc2c(c1)OCO2)OCCOC (stereo not drawn)

assay / entry	51	52	53	54	55	56	57	58	59	60
hcGAS lum	-4	1	-3	8	-5	-6	1	3	-3	-9
NPYLR7 ag	5	-3	3	2	-2	9	1	5	20	7
mcGAS lum	.	-6	.	.	-4	.	-6	.	.	-6

61	COCc1cc(CNC(=O)C(=O)N2CCc3ccccc32)[nH]n1
62	COCCNc1nc(Oc2cccc(NC(C)=O)c2)c2sccc2n1
63	COc1cc(OC)c(OC)cc1CN1CCCn2cccc2C1c1cc(C)ccc1C (stereo not drawn)
64	Cc1cc(CN2c3cccc4cccc(c34)S2(=O)=O)no1
65	Cc1ccc2c(c1)c(=O)n(C)c1nnc(COc3ccc(C#N)c(F)c3)n21
66	CC(C)N1C(=O)c2ccccc2[C@@H](C(=O)NCCn2c(=O)[nH]c3ccccc32)[C@@H]1c1ccccc1
67	COCCN1C(=O)Cc2c1nc(N)c1c(N)nc(N3CCC(C)CC3)c(C#N)c21
68	COc1ccc(CCN2CC(NC(=O)Cn3cccn3)CC2=O)cc1 (stereo not drawn)
69	COc1cccc(-c2cc(CC(=O)O)no2)c1
70	O=C1C(=O)N(CCCn2ccnc2)C(c2cccc(Br)c2)C1=C(O)c1ccc(F)cc1 (stereo not drawn)

assay / entry	61	62	63	64	65	66	67	68	69	70
hcGAS lum	-6	-9	-2	23	-13	-4	1	-9	-13	-1
NPYLR7 ag	9	5	0	1	-1	-4	1	5	-6	3
mcGAS lum	.	.	-4	-3	-16	-3	.	.	.	-4

71	CN1Cc2ccccc2NCCC1=O
72	Cc1cc(N2CCN(S(=O)(=O)N(C)C)CC2)nc(-c2ccccc2)n1
73	Cc1c(C(=O)NCc2ccccc2F)oc2ccc(Cl)cc12
74	Cc1sc2nc(C(C)C)nc(N(C)Cc3ccco3)c2c1C
75	COc1cccc(C(=O)N(CCN2CCOCC2)Cc2csc(COc3cc(C)cc(C)c3)n2)c1
76	CC1CCCN(c2nc(-c3ccc(-c4ccccc4)cc3)nc3ccccc23)C1 (stereo not drawn)
77	CNS(=O)(=O)c1ccc(CCC(=O)OC2CCCCC2=O)cc1 (stereo not drawn)
78	Nc1c(NC(=O)N2CCN(C3CCCC3)CC2)c(-c2ccc(Cl)cc2)nn1-c1ccccc1
79	CC1(C)CC(=O)C2C(=Nc3ccccc3N(C(=O)Cc3ccccc3)C2c2cccc(O)c2)C1 (stereo not drawn)
80	COc1ccc2[nH]c(C(=O)NCCc3ccccn3)c(C)c2c1

assay / entry	71	72	73	74	75	76	77	78	79	80
hcGAS lum	4	-5	4	-4	2	0	-7	164*	-5	-8
NPYLR7 ag	21	4	-2	.	23	1	4	5	-11	11
mcGAS lum	-5	-11	2	-8	-6	-3	.	.	-4	.

81	COc1ccc(C2(C(=O)N(Cc3ccccn3)CC3CCCO3)CC2)cc1 (stereo not drawn)
82	OCCn1ccnc1-c1ncc[nH]1
83	O=C(c1ccco1)N(CCCN1CCOCC1)c1nc2c(F)cccc2s1
84	CNCC(=O)NC(C)c1cnn(-c2ccccc2OC)c1 (stereo not drawn)
85	NS(=O)(=O)c1ccc(CNC2CCC3(CCNCC3)CC2)cc1

assay / entry	81	82	83	84	85
hcGAS lum	-4	-6	-10	-1	-3
NPYLR7 ag	-2	2	-2	-3	5
mcGAS lum	.	-12	-11	-1	.
